hIAP activ: human IAP activation | P09923 | purified human IAP, CDP-Star luminescence, 30 min; active compounds read high; 1 = vehicle-only enzyme, 0 = enzyme-free background | activation factor at 10 µM | 0.16% of 330,000 active | AID 2524;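 active = activation factor of the enzyme at least 2-fold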; also: the source names both 10 and 20 µM as test concentration; values of inactives mirror those of a sister screen read the other way
NLRP3 yeast inh: inhibitors of NALP3 inflammasome in yeast. inhibition, % at 10 µM. AID 2825. 0.39% of 330,000 active. Yeast reconstituted NLRP3/ASC/caspase-1, beta-gal luminescence, 24 h;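 active = inhibition of 50% or more; inactive = inhibition below 50%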;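 also: plate controls were induced DMSO wells for no effect and uninduced yeast grown without galactose for full effect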
tim10-1 inh: growth inhibitors of tim10-1 mutant yeast. AID 463190. 2.2% of 330,000 active. inhibition, % at 20 µM. S. cerevisiae tim10-1 ts strain growth, BacTiter-Glo, 24 h;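 active = inhibition of at least 40%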;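 also: mutant grown at 25 °C; 0% = DMSO wells with yeast and 100% = wells holding no yeast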
Apaf-1 inh: human Apaf-1 inhibition; O14727; reconstituted apoptosome caspase-3 activity, DEVD-Rh110 fluorescence; inhibition, % at 20 µM; 0.71% of 330,000 active; AID 489030; active = inhibition of at least 40% at 20 µM;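 also: plate controls were DMSO wells for no effect and DEVD-CHO caspase inhibitor wells for full effect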
Target sequence (O14727 whole entry, looked up): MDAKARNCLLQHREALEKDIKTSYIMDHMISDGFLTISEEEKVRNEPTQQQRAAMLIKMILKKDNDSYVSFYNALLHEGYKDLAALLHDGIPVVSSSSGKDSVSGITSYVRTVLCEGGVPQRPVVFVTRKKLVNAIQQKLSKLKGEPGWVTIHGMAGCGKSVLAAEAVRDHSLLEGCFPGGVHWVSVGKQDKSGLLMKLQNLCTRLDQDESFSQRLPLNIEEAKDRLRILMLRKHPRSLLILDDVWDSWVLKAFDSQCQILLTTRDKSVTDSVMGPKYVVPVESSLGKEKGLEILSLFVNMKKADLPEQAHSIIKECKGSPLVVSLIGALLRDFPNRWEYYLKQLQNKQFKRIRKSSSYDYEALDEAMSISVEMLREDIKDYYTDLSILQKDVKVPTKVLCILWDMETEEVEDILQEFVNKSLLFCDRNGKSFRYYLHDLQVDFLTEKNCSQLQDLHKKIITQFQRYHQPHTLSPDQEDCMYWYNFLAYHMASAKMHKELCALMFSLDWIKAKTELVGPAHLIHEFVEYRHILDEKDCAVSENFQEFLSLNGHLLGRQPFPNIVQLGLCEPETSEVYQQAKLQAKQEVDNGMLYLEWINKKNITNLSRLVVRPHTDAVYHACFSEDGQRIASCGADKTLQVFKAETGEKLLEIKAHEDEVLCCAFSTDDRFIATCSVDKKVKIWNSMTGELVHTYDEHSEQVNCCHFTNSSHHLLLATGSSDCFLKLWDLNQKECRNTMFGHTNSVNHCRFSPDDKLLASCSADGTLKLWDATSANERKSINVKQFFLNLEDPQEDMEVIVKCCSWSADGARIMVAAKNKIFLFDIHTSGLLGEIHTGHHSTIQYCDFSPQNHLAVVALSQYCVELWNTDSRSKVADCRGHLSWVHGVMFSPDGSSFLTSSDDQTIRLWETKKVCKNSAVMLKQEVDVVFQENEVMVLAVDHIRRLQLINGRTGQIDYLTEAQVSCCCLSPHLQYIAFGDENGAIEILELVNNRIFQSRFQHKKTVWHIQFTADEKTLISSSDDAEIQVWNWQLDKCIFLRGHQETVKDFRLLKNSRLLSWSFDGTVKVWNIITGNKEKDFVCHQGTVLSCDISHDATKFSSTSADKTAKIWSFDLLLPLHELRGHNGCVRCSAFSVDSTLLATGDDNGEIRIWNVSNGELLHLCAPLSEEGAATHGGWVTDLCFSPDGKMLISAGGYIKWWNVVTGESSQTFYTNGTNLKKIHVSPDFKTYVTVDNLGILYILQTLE
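Material: reconstituted apoptosome with Apaf-1, cytochrome c, caspase-9, procaspase-3, dATP; medium: pH 7.5 Hepes buffer with CHAPS, BSA, DTT; also added: cytochrome c and DEVD-Rh110 substrate; timing: 30 min plus 50 min, RT; signal: Rh110 fluorescence intensity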
TIM10 inh: TIM10 yeast growth inhibition; S. cerevisiae TIM10 strain growth, BacTiter-Glo luminescence, 24 h; inhibition, % at 10 µM; 1.4% of 330,000 active; AID 463195;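 active = inhibition of 40% or more at the single tested concentration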;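 also: wild-type TIM10 isogenic control strain grown at permissive 25 °C; 0% = DMSO yeast wells and 100% = minimal medium wells without yeast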
mIAP block: blocks mouse intestinal alkaline phosphatase; inhibition, % at 10 µM; 0.2% of 330,000 active; purified mouse IAP, CDP-Star luminescence, 30 min; AID 2806;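 active = inhibition of at least 40% at 10 µM in the primary screen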;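 also: plate controls were DMSO with enzyme for no effect and no enzyme wells for full effect; values of inactives mirror those of a sister screen read the other way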
ATG4B inhibitor: blocks human ATG4B protease cleavage of LC3 substrate | inhibition, % at 8.33 µM | ATG4B cleavage of LC3-PLA2, NBD-HPC fluorescence, 1 h | 0.51% of 340,000 active; in the data active = inhibition above about 40%
hIAP inh: human IAP inhibition. purified IAP, CDP-Star luminescence, 30 min. 0.12% of 330,000 active. P09923. inhibition, % at 10 µM;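 active = inhibition reaching a set limit with compound at 10 µM in the primary screen, cut at about 35% in these data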;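 also: plate controls were DMSO wells with enzyme for no effect and no-enzyme buffer wells for full effect; values of inactives mirror those of a sister screen read the other way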
mIAP act: mouse IAP activation | muIAP, CDP-Star luminescence, 30 min; active compounds read high; 1 = vehicle-only enzyme signal, 0 = enzyme-free wells | 0.24% of 330,000 active | activation factor at 10 µM | AID 2805;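 active = activation factor of at least 2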; also: the source names both 10 and 20 µM as test concentration; values of inactives mirror those of a sister screen read the other way
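Assay system: mouse IAP enzyme; Reagent: CDP-Star chemiluminescent phosphatase substrate; Compound: DMSO-dissolved test compounds; Incubation: 30 min, room temperature; Technique: luminescence from enzymatic CDP-Star hydrolysis; Controls: DMSO-only wells and no-enzyme negative control.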
* = called active by the depositor.

SMILES	hIAP activ	NLRP3 yeast inh	tim10-1 inh	Apaf-1 inh	TIM10 inh	mIAP block	ATG4B inhibitor	hIAP inh	mIAP act
COc1cc(CNC(C)(C)CO)cc(Br)c1OCc1ccccc1	0.97	11	2	-1	23	3	-5	3	0.97
COc1ccccc1NC(=O)C(CC=C(Cl)Cl)C(C)=O (centres undefined)	0.98	10	19	0	12	-7	-9	2	1.1
COc1ccc(OC)c(C(c2nnnn2CCC(C)C)N2CCN(C(=O)c3ccco3)CC2)c1 (centres undefined)	0.91	6	26	17	27	-7	-6	9	1.1
COc1ccc(CNC(=O)Cn2nc([N+](=O)[O-])c(Br)c2C)cc1OC	0.94	0	17	3	0	-9	7	6	1.1
CCOc1ccc(S(=O)(=O)NCCC(=O)N(C)Cc2ccc(C)o2)cc1	0.89	16	19	1	6	3	5	12	0.97
CC(C)COC(=O)CCn1[nH]c(=O)c2ccccc2c1=O	1.1	2	13	6	0	-11	-3	-14	1.1
O=C(C1CCN(Cc2ccc(Cl)cc2)CC1)N1CCN(Cc2ccc3c(c2)OCO3)CC1	1.2	29	-9	-1	-1	-1	-3	-18	1
O=C(CCN1C(=O)c2ccc([N+](=O)[O-])cc2C1=O)Nc1ccccc1C(=O)O	1.2	-1	1	-3	-4	-6	2	-17	1.1
CCOC(=O)/C=C1\SCC(=O)N1CC(=O)NC12CC3CC(CC(C3)C1)C2	1	20	25	4	14	-4	-12	0	1
O=C(CNC(=O)c1ccc(S(=O)(=O)N2CCCC2)cc1)N/N=C/c1ccc(F)cc1	1.1	-10	12	-1	3	5	-4	-12	0.95
COc1ccc(C(=O)Nc2ccc(N3CCN(C(=O)c4cccs4)CC3)cc2)cc1Br	0.88	2	38	8	22	7	5	12	0.93
O=C(Nc1ccc(Cl)c(Cl)c1)OCc1cncs1	1.1	-5	35	13	19	-15	-5	-11	1.1
N#Cc1ccccc1CSc1ncccc1C(=O)O	1.2	-8	9	15	-1	-7	-9	-21	1.1
Cc1nc2ccc(NC(=O)CS(=O)(=O)c3ccccc3)cc2s1	1	7	-3	2	-1	-4	-5	-2	1
O=C(/C=C/c1cccc([N+](=O)[O-])c1)NC(=S)Nc1cccc(NC(=O)c2ccccc2Cl)c1	1	9	35	8	20	21	0	-4	0.79
O=[N+]([O-])c1c(Nc2ccccc2)ccc2nonc12	1.1	18	8	9	-15	2	-5	-7	0.98
Cc1c(NC(=O)CSCc2ccc(Br)cc2)c(=O)n(-c2ccccc2)n1C	1.1	5	7	7	-7	-5	-20	-5	1
COc1cc(CN(C)CCc2ccccn2)cc(OC)c1OC	0.86	5	0	-20	16	4	-12	14	0.96
Cc1cc(OC(C)C(=O)N(Cc2ccco2)C2CCS(=O)(=O)C2)ccc1Cl (centres undefined)	1	11	2	-1	0	0	-10	-4	1
Cc1cc(C)c(S(N)(=O)=O)c(C)c1N(C)S(=O)(=O)c1ccccc1	1.1	6	-12	-3	-21	-2	-1	-9	1
COc1cc(Br)c(CN2C(=O)NC3(CCCCCC3)C2=O)cc1OC	1.2	-11	26	13	6	0	-5	-18	1
CCNc1nc(Oc2ccc(F)cc2)cc(C(F)(F)F)n1	0.91	-3	13	7	-18	-1	5	9	1
COc1ccc(NC(=S)NNC(=O)Cn2nc([N+](=O)[O-])cc2C)cc1	1.5	14	5	-10	-5	1	1	-53	0.99
C=CCN1C(=O)/C(=C/c2ccc(-c3ccc(F)cc3)o2)SC1=S	0.63	14	3	-1	-1	36	-2	37*	0.64

With a hit mark in hIAP inh, among the entries above:
molecule,hIAP activ,NLRP3 yeast inh,mIAP block,ATG4B inhibitor,hIAP inh,mIAP act
C=CCN1C(=O)/C(=C/c2ccc(-c3ccc(F)cc3)o2)SC1=S,0.63,14,36,-2,37*,0.64

(listing goes on)
SMILES	hIAP activ	NLRP3 yeast inh	tim10-1 inh	Apaf-1 inh	TIM10 inh	mIAP block	ATG4B inhibitor	hIAP inh	mIAP act
O=C(CSc1nnnn1-c1cccnc1)Nc1ccc(OCc2ccccc2)cc1	1.2	23	15	-18	6	0	-1	-25	1
CC(=O)N1CCN(C2c3cccc4cccc(c34)C2NS(=O)(=O)c2ccccc2)CC1 (centres undefined)	1.2	-7	17	14	6	1	-1	-20	0.99
COc1ccc(N2CCN(C(=O)c3ccc(C(C)(C)C)cc3)CC2)cc1	0.9	6	28	16	9	-1	5	10	1
CCOC(=O)N1CCN(C(=O)C2CCN(S(=O)(=O)c3ccc(OCC)cc3)CC2)CC1	1.1	6	8	-164	2	0	-8	-6	1
CNC(=O)NC(=O)C(OC(=O)CCNS(=O)(=O)c1ccccc1)c1ccccc1 (centres undefined)	1.1	7	-23	-5	-20	2	-10	-11	0.97
CCOC(=O)C1(Cc2ccccc2)CCN(Cc2cnn(-c3ccccc3)c2)CC1	1.1	10	18	21	-1	-8	-5	-14	1.1
CCOC(=O)c1ccc(-n2c(CN3CCC(O)CC3)nc3ccc([N+](=O)[O-])cc3c2=O)cc1	0.92	8	-4	-3	-10	2	1	8	0.98
Cc1ccc(NC(=O)c2cc3c(CO)cnc(C)c3oc2=Nc2cccc(C(N)=O)c2)cc1	0.92	26	-7	-15	16	12	6	8	0.88
Cc1cc2c(cc1C)CN(c1ccccc1)C2	0.92	26	-4	-9	-1	4	1	8	0.96
O=C(CSc1nnc(-c2ccc(O)cc2)n1-c1ccccc1)CC(=O)Nc1ccccc1	1.1	-6	27	17	1	2	-9	-11	0.98
CCOc1ccc(C(=O)OCc2nnc(-c3cccs3)o2)cc1OC	0.95	14	21	3	-19	-2	6	5	1
CCC1Oc2ccccc2N(CC(=O)N2CCOCC2)C1=O (centres undefined)	1	12	5	7	-3	1	1	-2	0.99

Four structures from above, ordered by length of the SMILES, highest first:
SMILES	hIAP activ	NLRP3 yeast inh	tim10-1 inh	Apaf-1 inh	TIM10 inh	mIAP block	ATG4B inhibitor	hIAP inh	mIAP act
O=C(CNC(=O)c1ccc(S(=O)(=O)N2CCCC2)cc1)N/N=C/c1ccc(F)cc1	1.1	-10	12	-1	3	5	-4	-12	0.95
Cc1nc2ccc(NC(=O)CS(=O)(=O)c3ccccc3)cc2s1	1	7	-3	2	-1	-4	-5	-2	1
CC(C)COC(=O)CCn1[nH]c(=O)c2ccccc2c1=O	1.1	2	13	6	0	-11	-3	-14	1.1
CCNc1nc(Oc2ccc(F)cc2)cc(C(F)(F)F)n1	0.91	-3	13	7	-18	-1	5	9	1

(list continues)
SMILES	hIAP activ	NLRP3 yeast inh	tim10-1 inh	Apaf-1 inh	TIM10 inh	mIAP block	ATG4B inhibitor	hIAP inh	mIAP act
CCc1ccc(NC(=O)C2CCN(S(=O)(=O)c3c(C)[nH]c(=O)[nH]c3=O)CC2)cc1	2.5*	-11	12	-3	-4	-6	-8	-152	1.1
O=C(C1CCCN(S(=O)(=O)c2cc(Cl)ccc2Cl)C1)N1CCOCC1 (centres undefined)	0.87	17	0	-1	-13	-4	-7	13	1
Cc1ccc(S(=O)(=O)N(C)CC(=O)NC2CC(C)(C)NC(C)(C)C2)cc1	1.1	26	24	5	12	-4	-5	-14	1
CSc1ccc(NC(=O)/C=C/C(=O)O)cc1	1.3	12	-1	2	-3	-7	9	-31	1.1
CCOC(=O)c1sc(NC(=O)c2cccnc2)c(C#N)c1C	1.2	33	-18	-1	9	-2	-2	-18	1
CCC(=O)c1ccc(OCc2ccc(C(=O)OC)cc2)cc1	1	28	8	3	6	13	-6	-2	0.87
COc1ccccc1NC(=O)c1ccc2c(=O)n3c(nc2c1)CCC3	1.2	7	8	1	2	3	-6	-16	0.97
COC(=O)C(Cc1c[nH]c2ccccc12)NC(C)=O (centres undefined)	1.1	11	4	-26	10	6	9	-6	0.94
OC1(c2ccccc2F)CCN(Cc2nnnn2CCc2ccccc2)CC1	1.3	0	22	-7	18	-8	-15	-26	1.1
O=C(CSc1ccccn1)Nc1nncs1	1.1	9	10	9	-3	0	-8	-12	1
CC1CCCCN1CCCNC(=O)C1CCCN(c2ncnc3c2nc2n3CCCCC2)C1 (centres undefined)	1.3	7	-3	1	-1	-2	4	-32	1
O=C(NCC1CCCO1)c1cccc(NS(=O)(=O)c2ccccc2)c1 (centres undefined)	0.91	2	-2	-3	4	4	5	9	0.96

Reformatted field by field: 4 of the compounds above
CCOC(=O)c1sc(NC(=O)c2cccnc2)c(C#N)c1C
  hIAP activ: 1.2
  NLRP3 yeast inh: 33
  tim10-1 inh: -18
  Apaf-1 inh: -1
  TIM10 inh: 9
  mIAP block: -2
  ATG4B inhibitor: -2
  hIAP inh: -18
  mIAP act: 1

CCC(=O)c1ccc(OCc2ccc(C(=O)OC)cc2)cc1
  hIAP activ: 1
  NLRP3 yeast inh: 28
  tim10-1 inh: 8
  Apaf-1 inh: 3
  TIM10 inh: 6
  mIAP block: 13
  ATG4B inhibitor: -6
  hIAP inh: -2
  mIAP act: 0.87

COc1ccccc1NC(=O)c1ccc2c(=O)n3c(nc2c1)CCC3
  hIAP activ: 1.2
  NLRP3 yeast inh: 7
  tim10-1 inh: 8
  Apaf-1 inh: 1
  TIM10 inh: 2
  mIAP block: 3
  ATG4B inhibitor: -6
  hIAP inh: -16
  mIAP act: 0.97

COC(=O)C(Cc1c[nH]c2ccccc12)NC(C)=O (centres undefined)
  hIAP activ: 1.1
  NLRP3 yeast inh: 11
  tim10-1 inh: 4
  Apaf-1 inh: -26
  TIM10 inh: 10
  mIAP block: 6
  ATG4B inhibitor: 9
  hIAP inh: -6
  mIAP act: 0.94

The listing continues:
SMILES	hIAP activ	NLRP3 yeast inh	tim10-1 inh	Apaf-1 inh	TIM10 inh	mIAP block	ATG4B inhibitor	hIAP inh	mIAP act
CCCCN=C1NN=C(c2ccc3c(c2)OCCO3)CS1	0.86	16	6	6	-2	4	4	14	0.96
CCN(C(=O)COC(=O)c1ccc2c(c1)OCO2)c1ccc(F)cc1	1.2	-8	14	4	12	1	-10	-18	0.99
COc1ccc(NC(=O)CC2(CC(=O)N3CCOCC3)CCCC2)cc1Cl	1	2	16	-3	13	-6	8	-2	1.1
Cc1ccc(NC(=O)Nc2ccc(F)cc2)cc1Cl	1	17	-7	-6	16	-103	1	-4	2*
Cc1nc2ccccc2nc1OCC(=O)NCc1ccc2c(c1)OCO2	1.1	8	10	-7	12	2	3	-12	0.98
Cc1ccc(S(=O)(=O)N(C)CCCC(=O)Nc2ccncc2)cc1	0.92	11	15	-2	-12	2	0	8	0.98
Cc1ccc(NC(=O)C2CCCN2C(=O)Oc2ccccc2)cc1C (centres undefined)	1	6	11	-3	5	-9	3	0	1.1
CCC(C)Sc1ccc([C@H]2N[C@@](C)(C(=O)OC)[C@H]3C(=O)N(CC)C(=O)[C@@H]23)cc1OC (some centres undefined)	0.83	-5	9	7	5	-17	2	17	1.2
COc1ccc(C(=O)O)cc1S(=O)(=O)Nc1cccc(C)c1	0.85	2	10	-6	-3	8	-5	15	0.92
Cc1c(C(=O)NCc2c(F)cc(F)cc2F)oc2ccc(S(=O)(=O)N3CCOCC3)cc12	1	-1	22	9	2	4	4	-2	0.96
CC(=O)NC(NC(C)=O)c1ccc(N(C)C)cc1	0.96	9	13	7	15	5	0	4	0.95
C1CCC2(CC1)C1=C(CCCC1)Nc1nnnn12	1	9	19	9	6	-12	8	-3	1.1
CC(C)(C)[C@H](N)C(=O)N[C@H]1CCC2C3CC=C4C[C@@H](O)CC[C@]4(C)C3CC[C@@]21C (some centres undefined)	0.78	8	34	10	22	1	-3	22	0.99
